Screening data from PubChem.
ATXN2 expr inh: reduces ATXN2 reporter expression in HEK-293 cells. HEK-293 ATXN2-luciferase reporter, luminescence, 24 h. Potency, µM (doses to about 57 µM), without a hit: at the highest dose activity change, negative = inhibition, usual class: inhibitors. 0.72% of 360,000 active; note: potency is the fitted concentration of half-maximal effect; % is set by controls: 0 for no effect and ±100 for the full control effect; nearly all actives have a fitted effect of over 55% in size
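qHTS (up to 57 uM final) was run with 24 h compound exposure of reporter cells at 37 °C. Each well was multiplexed: SteadyGlo luminescence measured ATXN2-luciferase expression after a fluorogenic Gly-Phe-AFC viability readout (25 uM final).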
Nrf2 block: Nrf2 pathway inhibition. A549 ARE-Fluc reporter, luciferase luminescence, 18-24 h. Potency, µM (titrated, usually from 46 µM), for the others: top-dose activity change, negative = inhibition, usual class: inhibitors. 2.1% of 360,000 active. AID 504444; note: potency is the fitted concentration of half-maximal effect; % is set by controls: 0 for no effect and ±100 for the full control effect; nearly all actives have a fitted effect of over 60% in size
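Cells were seeded and rested 2 h, then exposed to compounds for 18-24 h. CellTiter-Fluor was read first as a viability measure. BugLite was added 15 min before the final luminescent read of ARE-luciferase activity in A549 cells.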
Nrf2 ARE act: activators of Nrf2 (ARE) signaling. Potency, µM (top dose mostly 46.1 µM), for inactives: at the top dose activation, hits mostly activators. AREc32 ARE-luciferase reporter (MCF7-derived line), luminescence, 24 h. 0.31% of 410,000 active; note: potency is the fitted concentration of half-maximal effect; % of control where 0% means no effect; nearly all actives have a fitted effect of over 65% in size
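Each well held 1000 AREc32 cells, which were incubated with compound for 24 hr at 37 deg C after overnight attachment, and ARE reporter activity was quantified by firefly luciferase luminescence.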
S2 tox: cell viability loss in ATXN counter-screen; 0.49% of 400,000 active; Potency, µM (titrated, usually from 56.7 µM), hits mostly cytotoxic; S2 cells (HEK-293 line with an ATXN2-luciferase reporter) viability, CellTiter-Fluor protease fluorescence, 24 h; note: potency is the fitted concentration of half-maximal effect; nearly all actives have a fitted effect of over 40% in size
IL1B secr inh: inflammasome signaling inhibition, IL-1 beta readout | THP-1 LPS/ATP IL-1B secretion, AlphaLISA, 16 h; hits give low values | activity change, % at 57.5 µM | 4.7% of 360,000 active | AID 743279; in the data active = activity change below about -50%; inconclusive = mostly about -30% to -49%; note: % is set by controls: 0 for no effect and ±100 for the full control effect
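Secreted IL-1B measured by AlphaLISA bead assay after 16 h compound exposure of THP-1 cells; compounds (final up to 57.5 uM) added 1 h before LPS (250 ng/mL) and ATP (1.25 mM) stimulation; lower signal means less secretion.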
HepG2 viability: kills HepG2 cells in TGF-b inhibitor counter-screen; 0.76% of 410,000 active; AID 588856; Potency, µM (highest dose often 46.1 µM), for the others: top-dose activity change, negative = cytotoxicity, usual class: cytotoxic; HepG2 CAGA-GFP viability, ATP luminescence, 18 h; note: potency is the fitted concentration of half-maximal effect; some results filed as inactive show a strong effect at the top dose
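HepG2 CAGA-GFP cells (1000/well, DMEM with 1% FBS) received compound, then TGF-beta at 500 pg/mL final, and were incubated 18 hours at 37 degrees C. Viability was read by CellTiter-Glo luminescence. Media-only wells were set as complete cell-killing and DMSO as no toxicity.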
MCF10A rereplic: DNA re-replication induction in MCF 10a cells; Potency, µM (series often up to 46.1 µM), for the others: at the top dose activity, positive = re-replication, actives largely listed as activators; MCF 10A DNA re-replication, Hoechst nuclear intensity, 48 h; 2.9% of 350,000 active; note: potency is the fitted concentration of half-maximal effect; % of control where 0% means no effect; nearly all actives have a fitted effect of over 50% in size
A549 viability: kills or reduces viability of A549 cells in Nrf2 counter-screen. 0.16% of 390,000 active. A549 ARE-Fluc cells, CellTiter-Fluor viability, 18-24 h. AID 504648. Potency, µM (highest dose often 46 µM), inactives show at the top dose activity change, negative = cytotoxicity, most hits filed as inhibitors; note: potency is the fitted concentration of half-maximal effect; % is set by controls: 0 for no effect and ±100 for the full control effect
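A549 ARE_Fluc cells in 5% FBS OPTI-MEM were exposed to compounds in concentration-response for 18-24 h at 37 deg C. Viability was read by CellTiter-Fluor fluorescence (Ex 405/Em 525) after 30 min, before the luciferase read.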
TGFb inhibitor: inhibitors of TGF-b signaling | HepG2 CAGA-GFP TGF-b/SMAD3 reporter, GFP fluorescence, 18 h; TGF-beta stimulated, 500 pg/mL final | Potency, µM (highest dose often 46.1 µM), for the others: top-dose activity, negative = inhibition, most hits filed as inhibitors | 1.2% of 410,000 active; note: potency is the fitted concentration of half-maximal effect; % is set by controls: 0 for no effect and ±100 for the full control effect; nearly all actives have a fitted effect of over 65% in size
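TGF-beta reporter screen: HEPG2 CAGA-GFP, 1% FBS, 500 pg/mL TGF-beta final, 18 h; per-cell GFP summed per well; curves fitted and categorized by class.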
The depositor's hits bear a star; i = inactive; ? = inconclusive; . = not tested or not shown; & = joins results of further samples; [ ] = dose if it differs, or a comment. Unless noted, calls come from the whole dose curve; as a rule, active = well fitted curve in the direction sought with a large enough effect; inconclusive = small, poorly fitted or top-dose-only effect, or another doubt; inactive = no such curve, though single readings can be large; an effect the other way counts as inactive or inconclusive.

SMILES	ATXN2 expr inh	Nrf2 block	Nrf2 ARE act	S2 tox	IL1B secr inh	HepG2 viability	MCF10A rereplic	A549 viability	TGFb inhibitor
CSc1ncc(Cl)c(C(=O)Nc2nnc(SC)s2)n1	-2%	-8%	4.3%	i	0	7%	27%	-7%	1%
CC1CC(C#N)N(N(C)C)C1=C(C#N)C#N (stereo unspecified)	-20%	2%	-0.2%	i	17	12%	-2%	-9%	11%
Cc1[nH]c(=O)nc(SCc2ccc(Cl)c(Cl)c2)c1C#N	-14%	-8%	3.5%	i	-8	-14%	?	0%	?
NC(=O)Cn1cc(/C=N\NS(=O)(=O)c2ccccc2)c2ccccc21	8%	10%	-0.4%	i	30	-20%	-2%	3%	-1%
COc1ccccc1N1CCN(C(=O)C2CC=CCC2C(=O)O)CC1 (stereo unspecified)	2%	-4%	-0.3%	i	5	10%	-13%	1%	-2%
N#C/C(=C\c1cccc(F)c1)c1nc(-c2cc3c(ccc4ccccc43)oc2=O)cs1	12%	5%	-1.1%	i	.	-22%	.	0%	-17%
O=C(NCCc1ccccc1)c1ccc(Cl)nc1	22%	12%	0.1%	i	2	-2%	3%	-6%	1%
Cc1occc1C(=O)NNC(=O)C1CC1	3%	-5%	0.2%	i	2	-8%	2%	-4%	-1%
Cc1ccc(OC(C)C(=O)Nc2ncc(Cl)cc2Cl)c([N+](=O)[O-])n1 (stereo unspecified)	-4%	1%	4.4%	i	5	6%	0%	-4%	1%
O=S(=O)(NN=C1CCCCCCC1)c1ccccc1	.	.	0.4%	i	23	8%	.	.	1%
Cc1ccc(C)c(CC(=O)N2CCCC(c3cc(C(=O)NCc4ccccc4)no3)C2)c1 (stereo unspecified)	-5%	.	0.7%	i	-16	-29%	.	.	-13%
O=C1CC(c2c(F)cccc2Cl)C2=C(COC2=O)N1 (stereo unspecified)	10%	.	-0.9%	i	-1	6%	2%	-3%	4%
COc1cccc(CNn2cnnc2)c1OCc1ccc(F)cc1	-28%	11%	0.3%	i	0	1%	-1%	2%	0%
COc1ccc(-c2nc(SCC(=O)Nc3c(F)cccc3F)n[nH]2)cc1	3%	1%	3.3%	i	22	-11%	-1%	1%	-3%
CC(C)C(=O)Nc1cc(=O)[nH]c2ncnn12	0%	14%	0.1%	i	-6	19%	-1%	-1%	-5%
N=C1/C(=C/c2coc3ccccc3c2=O)C(=O)N=C2SC(c3ccco3)=NN12	-10%	16%	?	i	1	-55%	?	-3%	-18%
O=C(CC[C@H]1O[C@@H](n2ccc(=O)[nH]c2=O)[C@H](O)[C@@H]1O)NCCCc1ccccc1	5%	.	-0.1%	i	0	9%	.	.	1%
CCCCc1cc(=O)oc2cc(C)cc(OCc3nn[nH]n3)c12	-1%	.	0.0%	i	24	8%	0%	-2%	0%
O=C(O)c1cc(S(=O)(=O)NC23CC4CC(CC(C4)C2)C3)ccc1Cl	.	-4%	-0.2%	i	-2	27%	-1%	-2%	19%
c1cncc(COC2CCCN(Cc3nc(-c4cccs4)no3)C2)c1 (stereo unspecified)	.	?	3.8%	i	15	-4%	2%	4%	5%
CCN(CC)CCNC(=O)c1ccc(NC(C)=O)cc1	5%&1%&26%	?	-0.2%&-0.2%	i	5&-19	2%&2%	5%&-6%&-4%&-1%	-4%&0%	-15%&13%
COC(=O)c1sc(NC(=O)COc2cccc(C)c2)nc1C	1%	-6%	0.4%	?	4	-1%	-4%	11%	-15%
COc1cccc(NC(=O)CN(C)S(=O)(=O)c2ccc3nc(C)sc3c2)c1	.	6%	-0.3%	.	.	-27%	.	5%	.
CCOc1ccc(OCC)c(NC(=O)CN2CCN(CC(=O)NC(C)C)CC2)c1	.	?	1.8%	i	1	-25%	21%	8%	2%
Cc1noc(C)c1NC(=O)N(C)C[C@H]1Oc2c(NC(=O)Cc3ccccc3)cccc2C(=O)N([C@H](C)CO)C[C@@H]1C	7%	6%	-0.6%	i	20	-16%	-4%	9%	-2%
Cc1ccc(S(=O)(=O)N(C)C)cc1NC(=O)CSc1nc2ncc(Cl)cc2[nH]1	-2%	?	2.3%	i	29	-4%	8%	-4%	?
CCCNC(C)(C)COC(=O)c1ccccc1	5%&10%	8%	0.0%	i	15	3%	?	-5%	4%
Cc1cc(C)cc(N2C(=O)N(CC(=O)c3ccc(Br)cc3)c3ccccc3S2(=O)=O)c1	-3%	.	0.3%	i	.	0%	.	1%	-16%
Cc1ccc(C(=O)NC(=O)CSc2ncccc2C(=O)O)cc1	-16%[11.3 µM]	-2%	0.1%	i	3	-21%	-1%	9%	7%
CC1(C(=O)NS(=O)(=O)c2ccccc2Cl)CCN1C(=O)c1cccc(F)c1 (stereo unspecified)	-4%	.	0.1%	i	22	-40%	.	.	?
C#CCOCCOCCOCCNc1nc(N2CCN(C(=O)CCCCCCCCCCNC(=O)[C@H]([C@@H](C)CC)n3cc(CCCCCN)nn3)CC2)nc(N2CCN(C(=O)CCCCCCCCCCNC(=O)[C@@H]([C@H](C)O)n3cc(C)nn3)CC2)n1	16µM*	?	-3.3%	16µM*	-68*	-102%	?	?	?
Fc1ccc(Nc2nc(SCc3cccc(Cl)c3)nc3ccccc23)cc1	.	.	-2.1%	.	.	-108%	.	-19%	?
Cc1cc(NC(=O)C2CCCN(S(=O)(=O)c3cccc4nsnc34)C2)ccc1Br (stereo unspecified)	-1%	5%	-1.3%	i	.	-23%	.	13%	-39%
COc1cc(C)ccc1OC(C)C(=O)Nc1ccc(N2CCCCC2)cc1 (stereo unspecified)	2%	-1%	-0.7%	i	-16	-14%	10%	-1%	-3%
COC(=O)c1c(C)sc(-c2c(-c3ccc4c(c3)OCCO4)[nH]c3c2c(=O)n(C)c(=O)n3C)c1O	0%	-14%	-0.8%	i	.	-3%	.	2%	0%
CCN(CC(=O)Nc1ccccc1C(F)(F)F)C(=O)c1ccc(N2CCCC2=O)cc1	.	3%	-0.7%	?	-3	-8%	2%	8%	3%
C/C(=C/CCC(C)(O)C1CC[C@@]2(C)[C@@H]3CC=C4[C@@H](CC[C@H](O[C@H]5O[C@@H](CO)[C@H](O)[C@@H](O)[C@@H]5O)C4(C)C)[C@]3(C)C(=O)C[C@]12C)CO[C@@H]1O[C@H](CO)[C@@H](O)[C@H](O)[C@H]1O (stereo partly specified)	7%	4%	0.0%	i	-1	-5%	0%	-5%	7%
CCOC(=O)C1CCCN(C(=O)Cn2nc(C)n3nc(-c4ccccc4)cc3c2=O)C1 (stereo unspecified)	-1%	-7%	0.5%	i	12	2%	-4%	6%	5%
COc1ccc2nc(Nc3nc4cc5c(cc4s3)OCO5)sc2c1	33%[activator]	-16%	5.4%	i	38	-28%	?	0%	-16%
CC1(C)Cc2ccccc2-c2nc(-c3ccccc3)oc(=O)c21	23%	3%	-0.5%	i	-11	3%	?	-3%	-9%
COc1ccc(-c2nc(CN3CCC(C(=O)NCC4CCCO4)CC3)c(C)o2)cc1OC (stereo unspecified)	6%	-4%	0.4%	i	-3	0%	-3%	0%	0%
O=C(O)CCCC(=O)Nc1ccc(C(=O)NCc2cccnc2)cc1	12%	-19%	-0.5%	i	2	1%	-6%	2%	-5%
O=C(O)c1cc(=O)[nH]c2ccccc12	2%	-4%	-0.4%	i	16	-2%	1%	-1%	27%
COc1cc(/C=N/NC(=O)c2cccc([N+](=O)[O-])c2)ccc1OCc1ccccc1	4%	-17%	2.4%	i	-3	-25%	1%	-16%	13%
COc1cccc(CNc2cc(C)nc3nc(-c4ccc(C)cc4)nn23)c1	4%	.	3.3%	i	.	-30%	.	10%	4%
O=C(COC(=O)CCc1ccc(S(=O)(=O)N2CCOCC2)cc1)NC(=O)NC1CCCCC1	-1%	14%	-0.2%	i	9	0%	-28%	-4%	?
COc1ccc(CN2CCNC(=O)C2CC(=O)NC2Cc3ccccc3C2)c(OC)c1 (stereo unspecified)	.	3%	2.8%	i	-18	-11%	0%	0%	-26%
Clc1cccc(Sc2ccc(-c3ccccn3)s2)c1	.	-26%	3.2%	i	0	0%	4%	6%	-29%
C[C@@H](OC(=O)N(C)Cc1ccccc1)[C@H]1O[C@]2(C)CCCC[C@H]1O2	2%	8%	-0.6%	i	0	-1%	-26%	2%	-2%

7 compounds from above, arranged by SMILES length, descending:
SMILES	ATXN2 expr inh	Nrf2 block	Nrf2 ARE act	S2 tox	IL1B secr inh	HepG2 viability	MCF10A rereplic	A549 viability	TGFb inhibitor
C/C(=C/CCC(C)(O)C1CC[C@@]2(C)[C@@H]3CC=C4[C@@H](CC[C@H](O[C@H]5O[C@@H](CO)[C@H](O)[C@@H](O)[C@@H]5O)C4(C)C)[C@]3(C)C(=O)C[C@]12C)CO[C@@H]1O[C@H](CO)[C@@H](O)[C@H](O)[C@H]1O (stereo partly specified)	7%	4%	0.0%	i	-1	-5%	0%	-5%	7%
C[C@@H](OC(=O)N(C)Cc1ccccc1)[C@H]1O[C@]2(C)CCCC[C@H]1O2	2%	8%	-0.6%	i	0	-1%	-26%	2%	-2%
CC1(C(=O)NS(=O)(=O)c2ccccc2Cl)CCN1C(=O)c1cccc(F)c1 (stereo unspecified)	-4%	.	0.1%	i	22	-40%	.	.	?
COc1cccc(CNc2cc(C)nc3nc(-c4ccc(C)cc4)nn23)c1	4%	.	3.3%	i	.	-30%	.	10%	4%
CSc1ncc(Cl)c(C(=O)Nc2nnc(SC)s2)n1	-2%	-8%	4.3%	i	0	7%	27%	-7%	1%
Clc1cccc(Sc2ccc(-c3ccccn3)s2)c1	.	-26%	3.2%	i	0	0%	4%	6%	-29%
O=C(O)c1cc(=O)[nH]c2ccccc12	2%	-4%	-0.4%	i	16	-2%	1%	-1%	27%
